From PubChem
ER stress death: ER stress cell death inhibition | 0.33% of 48,000 active | CSM14.1 thapsigargin ER stress survival, ATP luminescence | relative survival (cellular ATP), % at 15 µg/mL (by protocol);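 active means survival measured by cellular ATP above 50% at 15 µg/ml in the first screen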;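 further: cell death triggered by about 15 µM thapsigargin; ATP read 24 h after thapsigargin was added; plate controls were thapsigargin with DMSO for no effect and DMSO without thapsigargin for full effect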
Numbers without * were called inactive. This is a subset, so the mix of outcomes need not match the whole.

The opening two entries as a preview:
smiles	ER stress death
CC1(C)CC(=O)CC(=Nc2ccccc2N)C1	1.9
CCOC(=O)c1ccccc1NC(=O)CN(c1cccc(Br)c1)S(=O)(=O)c1ccccc1	7.9

All compounds of this part, repeating the preview:
smiles	ER stress death
CC1(C)CC(=O)CC(=Nc2ccccc2N)C1	1.9
CCOC(=O)c1ccccc1NC(=O)CN(c1cccc(Br)c1)S(=O)(=O)c1ccccc1	7.9
O=C(Nc1ccccc1O)c1ccccc1I	-4.4
CCCC1=NN(C(=O)c2ccc(Br)cc2)C(O)(C(F)(F)F)C1 (stereo not drawn)	14.0
CCOc1ccc(Nc2cc(C)c3ccccc3n2)cc1	-5.1
Cn1c(/C=C/c2ccc(Br)cc2)nc2ccccc2c1=O	4.2
C/C(=N\Nc1ncc(Br)cn1)c1ccc(I)cc1	2.5
CCCc1c(C)nc2ccc(C(=O)O)cc2c1SCC(=O)O	2.9
COc1cc(NC(=O)COc2ccc(Cl)c(C)c2)ccc1NC(=O)c1ccco1	0.5
CC1=NN(c2cccc(C(=O)O)c2)C(=O)/C1=C\c1ccc(N(C)C)cc1	4.8
CSc1ccc(/C=N\NC(=O)c2cnccn2)cc1	-3.4
N#Cc1c(-c2ccc([N+](=O)[O-])cc2)c2c([nH]c1=S)CCCC2	-11.0
O=C(O)C1C2CCC(C2)C1C(=O)Nc1nc(-c2ccc(Br)cc2)cs1 (stereo not drawn)	8.3
COc1ccc(OC)c(C2CC(O)(c3ccccc3OC)C(C)C(c3cc(OC)ccc3OC)N2)c1 (stereo not drawn)	-3.3
CCCOc1ccc(N2C(=O)C3C4C=CC(C4=C(C)C)C3C2=O)cc1 (stereo not drawn)	-2.5
O=C(NCC1CCCO1)c1nn2c(c1Cl)NC(c1ccco1)CC2C(F)(F)F (stereo not drawn)	13.1
Nc1ccc(Oc2ccc(N)c(N)c2)cc1	-5.7
O=C1CSC(c2ccc(Cl)c(Cl)c2)N1CCN1CCCCC1 (stereo not drawn)	-5.3
CCc1ccccc1NC(=O)c1ccc(CN(c2cccc(Cl)c2)S(C)(=O)=O)cc1	6.2
O=C(CSc1nnnn1-c1ccccc1)CSc1nnnn1-c1ccccc1	-7.2
CCn1ccnc1C(O)(c1ccccc1)c1ccccc1	-6.0
O=C(c1cccc([N+](=O)[O-])c1)c1ccc2c(c1)C(=O)N(c1ccccn1)C2=O	11.6
O=C1S/C(=C/c2ccc3c(c2)OCO3)C(=O)N1CN1CCCC1	-2.4
CCOC(=O)C1=C(C)N(CCOC)C(=O)/C1=C\c1ccc(O)c(OCC)c1	-4.4
CCOCCOCCN1C(=O)c2ccccc2C1=O	6.5
Cc1ccc(/C=C/C(=O)Nc2cccc(Cl)c2Cl)o1	-4.9
COc1ccc(C)cc1NC(=O)c1c(Cl)cccc1Cl	-2.4
N#CC(c1ccc(O)cc1)N1CCOCC1 (stereo not drawn)	7.0
O=C1NCC(c2ccccc2)C1C(=O)N/N=C\c1cc([N+](=O)[O-])cc(Br)c1O (stereo not drawn)	5.0
C=CCNC(=O)/C(=C/c1cn(-c2ccccc2)nc1-c1cccc([N+](=O)[O-])c1)NC(=O)c1ccccc1	0.4
COc1cc(NC(=O)C(F)(F)F)c(Cl)cc1NC(=O)c1ccccc1	-2.0
CC(=O)Oc1ccc(C(=O)Nc2ccc(C(=O)O)cc2)cc1	8.1
CCOC(=O)c1ccccc1Nc1cn(C(C)=O)c2ccccc12	-3.0
COc1ccc(O)c(C2N(Cc3ccccc3O)CCN2Cc2ccccc2O)c1	4.9
CCOc1ccc(N2C(=O)NC(=O)/C(=C\c3ccc(OCC(=O)O)c(Br)c3)C2=O)cc1	6.3
Cc1cccc2sc(NC(=O)c3ccc(C(=O)c4ccccc4)cc3)nc12	13.8
O=C1OC(c2ccccc2F)=N/C1=C\c1ccccc1[N+](=O)[O-]	9.6
O=C(c1ccccc1Cl)N1CCN(c2nc(-c3ccccc3)c3cc(Br)ccc3n2)CC1	2.8
CCCC(=O)N1CCN(c2ccc([N+](=O)[O-])cc2Cl)CC1	-1.7
O=c1nc(N(c2ccccc2)c2ccccc2)[nH]c(=O)[nH]1	4.7
COc1cc(/C=C/C(=O)NCc2ccc3c(c2)OCO3)cc(OC)c1OC	-1.8
COc1cc(CN2CCN(C3CCCCCC3)CC2)cc(OC)c1OC	-1.7
Cc1cccc(Cl)c1NC(=O)C1CC(=O)N(c2ccc(F)cc2)C1 (stereo not drawn)	-0.3
Cc1ccccc1NC(=S)N1CCN(c2cccc(Cl)c2)CC1	6.6
Cc1ccc(N2C(=O)C3C(C2=O)C2(C)C(=O)C3(C)C(c3ccccc3)=C2c2ccccc2)cc1Cl (stereo not drawn)	5.0
COc1ccc(NC(=O)c2c(N)sc3c2CCCC3)cc1	0.4
O=[N+]([O-])c1ccccc1S(=O)(=O)Nc1cccc(I)c1	-2.0
Cc1[nH]c2ccc(Br)cc2c(=O)c1CC=C(Cl)Cl	-0.6

Quoted from the listing.
ER stress death with COc1cc(CN2CCN(C3CCCCCC3)CC2)cc(OC)c1OC = -1.7
ER stress death with N#Cc1c(-c2ccc([N+](=O)[O-])cc2)c2c([nH]c1=S)CCCC2 = -11.0
ER stress death with COc1cc(NC(=O)COc2ccc(Cl)c(C)c2)ccc1NC(=O)c1ccco1 = 0.5

(more compounds)
smiles	ER stress death
O=C(c1ccc(N2CCN(C(=O)c3c(F)cccc3F)CC2)cc1)c1cccc(F)c1	38.1
O=C(O)c1ccccc1C(=O)Nc1cccc(-c2cn3ccccc3n2)c1	-13.4
COc1ccc(C2CC(c3ccc(F)cc3)=NN2c2cccc(F)c2)cc1OC (stereo not drawn)	4.7
Cc1c(C(c2cc(Br)ccc2O)c2c(C)n(C)n(-c3ccccc3)c2=O)c(=O)n(-c2ccccc2)n1C	13.7
O=C(Nc1ccc2nn(-c3ccc(F)cc3)nc2c1)c1ccc(Cl)c([N+](=O)[O-])c1	-5.5
CC1CCN(C2=NC(=O)/C(=C/c3ccc(N(C)C)cc3)S2)CC1	-2.8
COc1cc(NC(=O)Cn2nc([N+](=O)[O-])c(Cl)c2C)cc([N+](=O)[O-])c1	2.2
COC(=O)c1sccc1NC(=O)COc1ccc(Cl)cc1	-0.4
CCOc1ccccc1NC(=O)c1c(NC(=O)c2cccs2)sc2c1CCCC2	2.1
Cc1ccc(C)c(N(CC(=O)Nc2cc(Cl)ccc2C)S(=O)(=O)c2ccccc2)c1	10.2
CN1C(=O)C(=Cc2ccc(-c3ccccc3Cl)o2)C(=O)N(C)C1=O	5.2
CCc1cc(C)nc2cc(-c3ccccc3)nn12	4.9
Cc1c(NC(=O)c2cccc(F)c2)c(=O)n(-c2ccccc2)n1C	-1.4
O=C(O)c1ccc2c3c(cccc13)C(=O)N(c1cccc3ccccc13)C2=O	5.1
CC(C)CCNC(=O)c1cc(Cl)ccc1Cl	1.6
CC(=O)C1(C)N(O)C(C)(C)C(c2ccc(Br)cc2)=[N+]1[O-] (stereo not drawn)	-1.5
Cc1c(C)n(O)c2ccc3nonc3c12	-1.6
CCCCSc1nnc(-c2ccc(Br)cc2)o1	11.6
COc1ccc(NC(=O)c2ccccc2NC(=O)c2ccccc2)cc1	3.0
Cc1ccccc1C(=O)Nc1ccc(-c2ccccc2)cc1	4.0
O=C(/C=C/c1ccc([N+](=O)[O-])cc1)NCCSc1ccccn1	11.1
COc1ccccc1Cc1noc(-c2ccc(Br)cc2)n1	0.2
Nc1nnc(SCc2ccc(Br)cc2)s1	15.1
O=C(O)c1ccc2c(c1)C1C=CCC1C(c1cccc([N+](=O)[O-])c1)N2 (stereo not drawn)	-1.2
COc1ccc(Br)cc1CN1CCN(S(=O)(=O)c2ccc(Cl)cc2)CC1	11.2
COc1ccc(S(=O)(=O)Nc2ccc(N3CCOCC3)cc2)cc1[N+](=O)[O-]	-8.5
Cc1ccc(C)n1-c1ccc(C(=O)NN)c(Cl)c1	2.6
CC(=O)CCc1oc2ccc(Cl)cc2c1-c1ccc(C)o1	-7.2
C=CCN1C(=O)NC(=O)/C(=C\c2ccccc2OC)C1=O	7.6
COc1ccc(OC)c(/C=C/C(=O)c2ccc(Cl)cc2)c1	-0.8
Cc1ccc2oc(-c3ccc(NC(=O)c4ccc(-c5ccc(Cl)cc5)o4)cc3O)nc2c1	7.2
O=C(NN1C(=O)C2C3C=CC(C4CC34)C2C1=O)c1cccc(Br)c1 (stereo not drawn)	7.0
COc1ccc(OCC(=O)N2CCC(C(N)=O)CC2)cc1	7.0
O=C(O)c1ccccc1C(=O)Nc1ccc2nc(SCc3nc4ccccc4[nH]3)sc2c1	2.0
CCOc1ccccc1N/C=C(/C#N)c1nc(-c2ccc(OC)c(OC)c2)cs1	-1.9
Cc1ccc(/C=C2\SC(=O)N(CCC(=O)Nc3ccccc3)C2=O)cc1	6.8
Cc1ccc(C(=O)Nc2ccccc2CO)cc1[N+](=O)[O-]	2.3
Cc1ccccc1C(=O)Nc1ccc(N2CCOCC2)cc1	2.8
Cc1ccc(C(=O)N2CCN(c3ccccc3)CC2)o1	-0.2
Cc1c(NC(=S)NC(=O)c2ccccc2Cl)cccc1-c1nc2ccccc2s1	-2.6
Cc1nc(-c2cccc(NC(=O)c3cccnc3)c2)cs1	-1.3
CCOC(=O)CC(=O)NC(C)(C)Cc1ccc(O)cc1	4.2
CCC(C)c1ccc(OCCOc2ccc(/C=C3/SC(=S)N(C)C3=O)cc2)cc1 (stereo not drawn)	6.4
COc1ccc2c(c1)CCC1C2=NN(/C(C)=C/C(C)=O)C1c1ccc(N(C)C)cc1 (stereo not drawn)	4.1
COc1cc(/C=C2\SC(=S)N(NC(=O)c3ccccc3Br)C2=O)ccc1O	8.0
COc1ccccc1NC(=O)C1=C(C)NC2=C(C(=O)CCC2)C1c1cc(OC)c(OC)c(OC)c1 (stereo not drawn)	2.4
N/C(Cc1ccc(Cl)cc1)=N\OC(=O)c1ccccc1Cl	-8.2
COc1cc(C2C3=C(CC(C)(C)CC3=O)OC3=C2C(=O)CC(C)(C)C3)ccc1OCc1ccc([N+](=O)[O-])cc1	7.3
COc1ccc(C2C(C#N)=C(N)OC3=C2C(=O)CCC3)cc1 (stereo not drawn)	1.6
COc1ccc(/C=C2\SC(=O)N(CCC(=O)Nc3ccccc3)C2=O)cc1OC	-1.0
COc1ccc(CN2CCN(C3CCC(c4ccccc4)CC3)CC2)c(OC)c1OC (stereo not drawn)	-3.7
COc1ccc(-c2cc(C(=O)N/N=C\c3ccc(C(C)C)cc3)[nH]n2)cc1	3.1
CC(C)CNC(=O)Nc1cccc(Cl)c1	14.4
O=C(CSc1ncccn1)N/N=C/c1ccccc1[N+](=O)[O-]	4.0
c1ccc2oc(N3CCOCC3)nc2c1	-3.9
Cc1cc(OCC(=O)NNC(=O)c2ccccc2C)ccc1Br	-0.4

The list goes on.
smiles	ER stress death
COc1ccc(/C=C2\C(=O)NC(=S)N(c3ccc(Br)cc3C)C2=O)cc1[N+](=O)[O-]	-1.3
CCOc1cc(/C=N/n2cnnc2)cc(Br)c1OCCOc1ccccc1OC	0.7
Cc1nnc(N2C(=O)C3CCC(C)(C2=O)C3(C)C)s1 (stereo not drawn)	7.9
CC(C)N(C(=O)c1ccc(Cl)cc1Cl)C(C)C	-2.3
CC(=O)/C=C(\C)N1N=C(c2ccccc2)CC1c1ccccc1 (stereo not drawn)	0.7
COc1cc(CN2CCOCC2)cc(C=O)c1O	14.3
O=C(CCC1CCCC1)NC1CCCCCCC1	3.2
O=C(NCCCN1CCOCC1)c1ccccc1Br	5.0
Cc1c(C#N)c2ccc(O)c(CN(C)C)c2n1-c1ccccc1	-12.8
Cc1cc(C)nc(N/N=C/c2ccc(N3CCOCC3)cc2)n1	-2.1
N#C/C(=C\c1ccc(-c2ccc3c(c2)COC3=O)o1)c1nc2ccccc2[nH]1	5.9
Cc1ccc(OCC(=O)Nc2c(C)cc(Br)cc2C)cc1C	-1.9
CCOC(=O)c1c(NC(=O)c2ccncc2)sc2c1CCC(C)C2 (stereo not drawn)	0.3
CCc1ccc(N2CC(C(=O)N/N=C/c3ccc(C(=O)OC)cc3)CC2=O)cc1 (stereo not drawn)	2.6
FC(F)(F)C(=C(NC(=S)n1cnc2ccccc21)C(F)(F)C(F)(F)F)C(F)(F)F	-5.9
CC(/C=C1\SC(=O)N(c2ccc(O)cc2)C1=O)=C\c1ccccc1	11.7
Cc1c(C(=O)NCCO)c(-c2ccccc2)nn1-c1ccccc1	5.5
CN1CCN(C(=O)c2ccc3c(c2)OCCO3)CC1	11.3
O=C(NCCN1CCN(Cc2ccccc2)CC1)C(=O)Nc1ccc(Cl)cc1	0.5
CN(C1=NC(=O)SC1)c1ccc(O)cc1	-8.7
O=C(Nc1nc2ccc(Cl)cc2s1)c1cccc(F)c1	3.2
Cc1ccc(/C(O)=C/C(=O)C(=O)Nc2nccs2)cc1	-5.0
CC(C)(C)c1ccc(OC(=O)c2cccs2)cc1	9.9
O=C1/C(=C/c2ccccc2)S/C(=N/N=C/c2ccccc2)N1c1ccc(O)cc1	-3.3
CC(=O)c1ccc(NC(=O)COc2ccc3ccccc3c2)cc1	0.1
CCOC(=O)c1ccc(N=Cc2c(O)n(C)c(=O)[nH]c2=O)cc1	11.3
O=S(=O)(c1ccc(Cl)cc1)N1CCOC(c2ccccc2)C1 (stereo not drawn)	0.8
COc1ccc(/C=N/Nc2nc3cc(C)ccc3cc2C)cc1OC	3.0
COc1ccc(C2/C(=C(\O)c3ccc(C)cc3)C(=O)C(=O)N2c2nncs2)cc1 (stereo not drawn)	-1.3
CCCOC(=O)C1=C(C)NC2=C(C(=O)CCC2)C1c1cccc(F)c1 (stereo not drawn)	23.3
Cc1ccc(N2CCN(C(=S)Nc3ccccc3)CC2)cc1	10.6
O=C1c2ccccc2C(=O)N1N1C(=O)c2ccc(-c3nc4ccccc4o3)cc2C1=O	9.6
